High-throughput results as filed in PubChem BioAssay.
ELG1 genotox: genotoxicity induction in ELG1-luciferase HEK293T cells; HEK293T ELG1-luciferase reporter, luminescence, 16 h; Potency, µM (titrated, usually from 46 µM), inactives show at the highest dose activity change, positive = activation, hits mostly activators; 330,000 tested, 1.3% active; further: potency means the concentration at half of the fitted maximal effect; % of control where 0% means no effect; nearly all actives have a fitted effect of over 60% in size
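ELG1-luciferase HEK293T cells, 2,000/well; compound pinned in; 16 hr, 37 °C, 5% CO2; ONE-Glo, 30 min RT; luminescence on CCD imager.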
uPA surface inh: blocks generation of uPA at the cell surface; AID 540303; cell surface uPA generation assay, qHTS; 330,000 tested, 0.31% active; Potency, µM (top dose mostly 38.3 µM), inactives show at the top dose activity change, negative = inhibition, usual class: inhibitors; active means well fitted inhibition curve with a large enough effect; inconclusive means small, poorly fitted or top-dose-only effect; inactive means no such curve, though single readings can be large or run the other way; tested in mouse RAW 264.7 cells; further: potency means the concentration at half of the fitted maximal effect; on the % scale 0 is the no-effect control and ±100 the full control effect; nearly all actives have a fitted effect of over 55% in size
Integrin act MD: integrin-mediated muscular dystrophy alleviation activation; alpha7betagal myoblasts, beta-gal FDG fluorescence, 48 h; Potency, µM (titrated, usually from 38.3 µM), for inactives: at the highest dose activation, usual class: activators; AID 624291; 350,000 tested, 0.064% active;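 further: potency means the concentration at half of the fitted maximal effect; 100% = response of the positive control SU9516; nearly all actives have a fitted effect of over 60% in size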
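Alpha7betagal+/- myoblasts (passage 13) were plated 16-24 hr, then exposed to compounds (1:260 dilution of DMSO stock) for 48 hours at 37C. After MPER lysis, β-galactosidase reporter activity was read as FDG fluorescence (ex 480/em 540) after 30 minutes.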
Eya2 phos inh: inhibitors of human Eya2 phosphatase activity. AID 488837. Potency, µM (titrated, usually from 76.9 µM), inactives show at the top dose activity, negative = inhibition, actives largely listed as inhibitors. recombinant Eya2, OMFP fluorescence dephosphorylation (OMFP is methylfluorescein phosphate). 330,000 tested, 0.006% active; further: potency means the concentration at half of the fitted maximal effect; on the % scale 0 is the no-effect control and ±100 the full control effect
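Eya2 (0.2 uM) preincubated 10 min at ambient with compound, then OMFP substrate added at 50 uM; 10 min reaction in 50 mM HEPES pH 7.5, 50 mM NaCl, 5 uM MgCl2, 0.05% BSA, 1 mM DTT. Fluorescence read at Ex 485/Em 525 nm.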
BRCA1 expr up: BRCA1 expression activation; 380,000 tested, 1.1% active; MCF7-BRCA1-FFLuc reporter, luminescence, 48 h; response scale: scaled: vehicle 0%, 10 µM genistein 100%; AID 624202; Potency, µM (doses to about 46.1 µM), without a hit: top-dose activation, hits mostly activators; further: potency means the concentration at half of the fitted maximal effect; nearly all actives have a fitted effect of over 80% in size; some results filed as inactive show a strong effect at the top dose
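MCF7-BRCA1-FFLuc cells, 2000/well in phenol-red-free MEM, attached 2 h then treated 48 h at 37 C. Luciferase luminescence read 15 min after reagent; normalized to genistein maximum activation (10microM) and DMSO, concentration-response fitted.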
TSG101-PTAP inh: blocks PTAP/TSG101 interaction to inhibit HIV-1 budding | Q99816 | Fluorescence polarization, FITC-PTAP peptide / Tsg101 binding | Potency, µM (titrated, usually from 115 µM), without a hit: at the highest dose activity change, negative = inhibition, usual class: inhibitors | 340,000 tested, under 10 active; active means well fitted inhibition curve with a large enough effect in the main read-out, with a control signal flat, not every such curve was filed as active; inconclusive means small, poorly fitted or top-dose-only effect, or effect the other way, or a change in a side signal; inactive means no such curve, though single readings can be large or run the other way; further: potency means the concentration at half of the fitted maximal effect; % of control where 0% means no effect
Target sequence (Q99816 whole entry, looked up): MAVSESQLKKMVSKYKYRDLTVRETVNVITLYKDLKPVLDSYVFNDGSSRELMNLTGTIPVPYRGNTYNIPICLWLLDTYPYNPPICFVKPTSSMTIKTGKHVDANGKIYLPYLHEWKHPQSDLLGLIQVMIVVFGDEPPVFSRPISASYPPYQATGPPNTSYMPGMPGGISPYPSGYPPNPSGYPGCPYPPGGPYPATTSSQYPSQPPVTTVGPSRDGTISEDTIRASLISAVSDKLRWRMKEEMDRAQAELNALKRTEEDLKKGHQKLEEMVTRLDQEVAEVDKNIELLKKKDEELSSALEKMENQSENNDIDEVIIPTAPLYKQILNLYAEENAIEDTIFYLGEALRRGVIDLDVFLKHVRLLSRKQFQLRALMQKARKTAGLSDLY
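FP read-out: FITC-PTAP peptide, 50 nM final, binding Tsg101 binding domain, 10 uM final; 20 min, r.t.; 10 mM HEPES pH 7.5, 0.15 M NaCl, 0.01% Tween 20, 3 mM EDTA, 0.1 mM TCEP.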
TRPV1 ag: agonists of human vanilloid receptor 1 (TRPV1) | activation, % at 8.33 µM | AID 540275 | Q8NER1 | TRPV1-expressing cells, Fluo-8 calcium influx, agonist mode | 320,000 tested, 0.19% active; in the data active means activation above about 80%; inconclusive means between about 30% and that limit; further: 0% is about no effect
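TRPV1-expressing cells were cultured overnight at 35.5C and loaded with Fluo-8 calcium dye for 40 to 90 min at room temperature. After a 10 s baseline, compound was added and calcium influx was read kinetically for 3 min (ex 480/em 520 nm).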
B2AR arrestin: recruits beta-arrestin to the human beta2-adrenergic receptor; P07550; beta-arrestin recruitment to beta2AR, cell-based reporter; Potency, µM (highest dose often 46.1 µM), for inactives: at the top dose activation, hits mostly activators; 330,000 tested, 0.02% active;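 further: potency means the concentration at half of the fitted maximal effect; 0% = DMSO controls and full agonism = EC100 isoproterenol or metaproterenol; nearly all actives have a fitted effect of over 65% in size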
ASM inhibitor: blocks human secretory acid sphingomyelinase; P17405; placental ASM, HMU-PC fluorogenic substrate, 60 min; Potency, µM (doses to about 57.5 µM), for inactives: at the top dose activity change, negative = inhibition, hits mostly inhibitors; 340,000 tested, 0.006% active; AID 504937; further: potency means the concentration at half of the fitted maximal effect
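qHTS format. ASM enzyme prepared from human placenta hydrolyses the fluorogenic substrate HMU-PC0 (9 uM final) over 60 min at 37 °C after a 10 min compound preincubation.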
p53 reactivation: mutant p53 re-activation in reporter cells | 320,000 tested, 0.063% active | AID 504706 | H1299 p53-A138V BP100-luciferase reporter, luminescence, 24 h | Potency, µM (series often up to 92.2 µM), inactives show at the top dose activity change, positive = activation, most hits filed as activators; further: potency means the concentration at half of the fitted maximal effect; % of control where 0% means no effect; nearly all actives have a fitted effect of over 45% in size
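H1299 (p53-null), stable ts p53-A138V + BP100-Luc; 1000 cells/well, Opti-MEM/10% FBS; cpd 4 pt, 1:5; 24 h, 37 deg C, 5% CO2; detection reagent 10 min RT; luminescence.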
USP2a inh: blocks human ubiquitin-specific protease USP2a. AID 463254. USP2 core, Ub-CHOP2 coupled fluorogenic reporter, 485/531. 330,000 tested, 0.01% active. Potency, µM (top dose mostly 38.3 µM), without a hit: at the top dose activity change, negative = inhibition, usual class: inhibitors. O75604;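 further: potency means the concentration at half of the fitted maximal effect; plate controls were DMSO wells for no effect and full inhibition by NEM control for full effect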
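Cell-free coupled assay: 10nM USP2 core preincubated 30min RT with compound in Tris-HCl pH 8.0/CaCl2/CHAPS buffer, then 25nM Ub-CHOP2 and 25nM reporter substrate; fluorescence (Ex 485/Em 531) read after 60min RT, normalized to NEM inhibition, concentration-response curves fitted.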
* = called active by the depositor; ? = inconclusive; · = not tested or not shown; [ ] = another dose, or the depositor's remark. Unless noted, the call rests on the fitted dose curve; in most records, active means well fitted curve in the direction sought with a large enough effect; inconclusive means small, poorly fitted or top-dose-only effect, or another doubt; inactive means no such curve, though single readings can be large; an effect the other way counts as inactive or inconclusive. Rows were taken by chance (roughly 2.6% active in at least one column).

entry	Compound	Eya2 phos inh	p53 reactivation	TRPV1 ag	BRCA1 expr up	TSG101-PTAP inh	B2AR arrestin	uPA surface inh	USP2a inh	Integrin act MD	ELG1 genotox	ASM inhibitor
1	Cc1c(Cl)cccc1NC(=S)N1CCOCC1	5%	0%	-2	9%	-1%	0.0%	-12%	2%	-1%	1%	0%
2	N#CCCSc1ccccc1NC(=O)c1cc(=O)c2ccccc2o1	6%	6%	9	0%	-6%	0.0%	0%	1%	-5%	-7%	-3%
3	CCN(CC)S(=O)(=O)c1ccc(C(=O)NCC(=O)N/N=C/c2ccccc2OC)cc1	-3%	6%	-2	-15%	-1%	-0.5%	-8%	-3%	8%	7%	0%
4	COc1ccccc1NC(=O)c1ccccc1C(=O)N(C)Cc1ccccc1	4%	13%	·	8%	1%	-0.7%	2%	2%	1%	-3%	1%
5	CCC(C)C(NC(=O)c1ccccc1NC(=O)c1ccc(C)cc1)C(=O)O (stereo unspecified)	7%	28%	2	86%	-1%	-0.2%	-15%	2%	-5%	10%	6%
6	Cc1cc(N2CCCCC2)nc(-c2ccc(Br)cc2)n1	2%	-3%	4	57%	-2%	0.2%	12%	10%	14%	-3%	-4%
7	Cc1nccn1CC(=O)N/N=C/c1c[nH]c2ccccc12	9%	1%	2	-15%	1%	-0.7%	-2%	0%	6%	-2%	5%
8	COc1cc(/C=C(\C#N)c2ccccn2)cc(OC)c1O	20%	0%	18	-42%	0%	0.5%	?	12%	-4%	0%	-7%
9	CCCC(C)c1oc(=O)cc(O)c1C (stereo unspecified)	4%	-1%	·	6%	-5%	-0.1%	7%	-1%	4%	4%	2%
10	Cc1nn(-c2cc(C)c3ccccc3n2)c2c1C1C(C2)C1(C)C (stereo unspecified)	2%	3%	-1	-4%	0%	-0.8%	13%	2%	-20%	5%	-8%
11	CC(C)c1ccc(S(=O)(=O)N2CCN(C(=S)NCc3ccco3)CC2)cc1	5%	2%	?	-36%	-4%	?	-4%	-3%	-7%	4%	-2%
12	CC(C(=O)NC1CCCCCC1)c1ccc([N+](=O)[O-])cc1 (stereo unspecified)	-9%	3%	?	-24%	-3%	-0.3%	6%	1%	-19%	-5%	2%
13	COc1ccc(Cl)cc1C(=O)Nc1nc(C)cc(C)n1	12%	1%	5	-21%	-3%	0.3%	8%	2%	0%	0%	2%
14	CN1CCN(C(=O)CCN2C(=O)/C(=C\c3ccccc3F)SC2=S)CC1	0%	?	5	-60%	-9%	0.0%	?	1%	-36%	-8%	-8%
15	Cn1cc(C(=O)c2ccc(Cl)cc2Cl)cc1C(=O)N/N=C(\N)COc1ccc(Cl)cc1	-7%	2%	0	-46%	-1%	-0.3%	-3%	0%	-61%[inhibitor]	-13%	-4%
16	CC(C)CCn1c(CN2CCN(C(=O)c3ccco3)CC2)nc2c1c(=O)n(C)c(=O)n2C	11%	5%	0	-3%	-6%	-0.1%	1%	?	0%	?	3%
17	Cc1noc(/C=C/c2ccco2)c1S(=O)(=O)N1CCC(C(=O)N2c3ccccc3CC2C)CC1 (stereo unspecified)	-11%	-4%	0	-23%	-4%	0.2%	1%	3%	-3%	2%	2%

A draw from above in order of length of the SMILES, descending.
entry	Compound	Eya2 phos inh	p53 reactivation	TRPV1 ag	BRCA1 expr up	TSG101-PTAP inh	B2AR arrestin	uPA surface inh	USP2a inh	Integrin act MD	ELG1 genotox	ASM inhibitor
16	CC(C)CCn1c(CN2CCN(C(=O)c3ccco3)CC2)nc2c1c(=O)n(C)c(=O)n2C	11%	5%	0	-3%	-6%	-0.1%	1%	?	0%	?	3%
3	CCN(CC)S(=O)(=O)c1ccc(C(=O)NCC(=O)N/N=C/c2ccccc2OC)cc1	-3%	6%	-2	-15%	-1%	-0.5%	-8%	-3%	8%	7%	0%
4	COc1ccccc1NC(=O)c1ccccc1C(=O)N(C)Cc1ccccc1	4%	13%	·	8%	1%	-0.7%	2%	2%	1%	-3%	1%
13	COc1ccc(Cl)cc1C(=O)Nc1nc(C)cc(C)n1	12%	1%	5	-21%	-3%	0.3%	8%	2%	0%	0%	2%
